Compound activity as filed in PubChem.
Statin myotox sup: suppression of simvastatin myotoxicity; C2C12 myotubes + simvastatin, ATP luminescence, 48 h; scaled: DMSO 0, geranylgeraniol control 100; rescue of ATP level, % at 7.49 µM; 330,000 tested, 0.78% active; AID 602340;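 active means mean ATP rescue above about 67%, or every replicate alone reaching that limit, limit read from the data, passing the limit was not always enough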;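 further: myotubes were challenged with 10 µM simvastatin during compound exposure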
SIRT5 block: inhibitors of human sirtuin-5 desuccinylase; Q9NXA8; Purified SirT5, succinyl-peptide AMC, trypsin-coupled fluorescence; inhibition, % at 15 µM; 330,000 tested, 1.1% active; AID 652115; in the data active means inhibition above about 15%
Xi reactivation: reactivates the inactive X chromosome in mouse fibroblasts; XiGFP mouse fibroblasts, % GFP-positive cells imaging, 3 d; cells co-treated with 5-aza-dC sensitizer; scaled so ellipticine positive control = 100%; activation, % at 7.58 µM; 360,000 tested, 0.055% active; AID 743238;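 active means mean normalized replicate activation at least 10% and every replicate at or above 10%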;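 further: 0% = median of on-plate neutral control wells and 100% = ellipticine 6 µM median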
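Assay system: SV40-immortalized XiGFP fibroblast cells, line 68-5-11; buffer or medium: DMEM plus 5-aza-dC sensitizer; compound: one concentration, pinned; timing: compounds 3 days, fix/stain 15 min at room temperature; benchmarks: positive control ellipticine, 6 µM final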
S100A4 MyoIIA: inhibitors of human S100A4 binding to myosin IIA peptide; 360,000 tested, 0.14% active; inhibition, % at 10.7 µM; AID 652163; S100A4/TAMRA-MyoIIA peptide fluorescence polarization;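 active means mean inhibition of at least 70% across replicates, with every replicate also reaching that level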
Target sequence (P26447 whole entry, looked up): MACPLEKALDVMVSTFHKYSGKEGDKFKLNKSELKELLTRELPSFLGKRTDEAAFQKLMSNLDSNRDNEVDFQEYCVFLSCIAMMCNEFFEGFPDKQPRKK
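Assay system: human S100A4 monomer with TAMRA-labelled myosin IIA peptide / Buffer or medium: Calcium-containing HEPES buffer, pH 7.2 / Reagent: TAMRA-labelled myosin IIA heavy-chain peptide probe, 5 nM / Compound: one dose per compound / Timing: polarization read 5 min after assay mix addition, stable 5–60 min / Benchmarks: neutral control DMSO, positive control TFP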
Cneo AK release: causes C. neoformans cell lysis; AID 651654; 360,000 tested, 0.2% active; adenylate kinase release luminescence, 4 h; normalised: neutral wells 0, clomiphene wells 100; lysis activity, % at 15 µM;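 active means mean lysis activity across replicates of at least 80%, whatever share of replicates individually reach that level; inactive means mean lysis activity below 80%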
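Assay system: C. neoformans cells. Amount: yeast cell density of 5 × 10^6 cells/mL. Technique: AK luminescence. Buffer or medium: YPD. Times: static 4 h at 37 °C with compound, 1 h detection. Dosing: single-point compound dose. Read-out: lysis from increased AK signal.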
PGC1a acetyl inh: lowers PGC1a acetylation signal in U2OS cells; AID 651687; inhibition, % at 15.6 µM; 350,000 tested, 0.17% active; AlphaScreen anti-acetyl-lysine; with virally co-expressed GCN5 acetyltransferase;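 active means every replicate shows inhibition of at least 40%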;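 further: 0% = neutral control wells and 100% = positive control wells; some results beyond the cut were filed as inactive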
ERAP1 HTS inh: ERAP1 (human) enzyme inhibition | AID 652197 | recombinant ERAP1, Leu-AMC fluorescence, 60 min | Q9NZ08 | inhibition, % at 10.7 µM | 340,000 tested, 0.15% active;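 active means mean replicate inhibition of at least 30%, or all replicates individually reaching that 30% level; inactive means mean below 30% and not every replicate reaching it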;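 further: 0% = neutral control wells and 100% = L-leucinethiol positive control wells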
Target sequence (Q9NZ08 whole entry, looked up): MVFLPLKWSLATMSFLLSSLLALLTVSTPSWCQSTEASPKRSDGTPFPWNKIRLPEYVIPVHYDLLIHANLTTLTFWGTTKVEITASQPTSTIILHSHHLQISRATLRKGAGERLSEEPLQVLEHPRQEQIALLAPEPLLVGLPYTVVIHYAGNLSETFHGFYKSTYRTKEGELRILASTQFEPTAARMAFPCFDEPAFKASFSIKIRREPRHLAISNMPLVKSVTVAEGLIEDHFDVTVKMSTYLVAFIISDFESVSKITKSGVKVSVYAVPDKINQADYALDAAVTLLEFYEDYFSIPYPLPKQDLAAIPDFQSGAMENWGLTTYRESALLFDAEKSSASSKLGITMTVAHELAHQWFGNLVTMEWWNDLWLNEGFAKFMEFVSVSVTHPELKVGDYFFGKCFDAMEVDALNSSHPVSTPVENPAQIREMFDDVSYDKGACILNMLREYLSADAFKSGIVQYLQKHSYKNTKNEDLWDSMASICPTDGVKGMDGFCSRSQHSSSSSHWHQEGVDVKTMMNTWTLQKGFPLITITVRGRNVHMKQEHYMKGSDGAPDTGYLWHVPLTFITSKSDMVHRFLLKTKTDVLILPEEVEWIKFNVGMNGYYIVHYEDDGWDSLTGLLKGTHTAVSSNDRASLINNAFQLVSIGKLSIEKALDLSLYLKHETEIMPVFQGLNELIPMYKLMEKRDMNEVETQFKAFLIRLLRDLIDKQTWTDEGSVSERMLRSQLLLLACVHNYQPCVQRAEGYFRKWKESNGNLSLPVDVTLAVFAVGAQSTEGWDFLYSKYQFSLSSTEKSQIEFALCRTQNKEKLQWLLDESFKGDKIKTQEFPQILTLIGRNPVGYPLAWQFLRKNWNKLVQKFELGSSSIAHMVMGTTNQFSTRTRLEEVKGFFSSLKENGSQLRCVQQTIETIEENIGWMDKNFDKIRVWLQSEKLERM
LGR2 antag: inhibitors of bursicon-induced Drosophila LGR2 receptor cAMP signaling; AID 720647; 380,000 tested, 0.35% active; HEK293 LGR2, CRE-luciferase, bursicon-stimulated, 4 h; inhibition, % at 9.99 µM;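 active means drop in luminescence signal, shown as inhibition above about 50% in the replicate tests, limit read from the data, passing the limit was not always enough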;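 further: agonist challenge used bursicon conditioned medium at about half maximal strength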
Starred values were filed as active, the others as inactive; . = no result given; & = joins results of further samples.

cpd	Compound	Statin myotox sup	SIRT5 block	Xi reactivation	S100A4 MyoIIA
1	CO[C@@H](CN(C)C(=O)c1ccccc1F)[C@@H](C)CN([C@H](C)CO)S(=O)(=O)c1ccccc1	-2	-3	0.2	13
2	COc1ccc(/C(C)=N/NC(=S)NCc2ccco2)cc1	.	0	0.1	2
3	O=C(Nc1ccc(F)c(Cl)c1)c1cc(C2CCCCN2C(=O)c2cccs2)on1 (stereo unspecified)	-1	-4	-0.1	5
4	CC1CC(C)(C)N(C(=O)CSc2ccc(-c3ccc(F)cc3)nn2)c2ccccc21 (stereo unspecified)	-43	-4	.	43
5	O=C(Nc1sc2c(c1C(=O)O)CCC2)C(=O)N1CCOCC1	-7	1	0.2	-3
6	CN1c2ccc(-c3ccccc3F)cc2[C@H]2[C@H](CCN2S(=O)(=O)c2ccccc2)[C@H]1CO	6	9	0.0	-6
7	O=S1(=O)CCN(OCc2ccc(Cl)cc2)CC1	.	-1	0.0	-12
8	CCN(CC)S(=O)(=O)c1cccc(C(=O)NC(C)C(c2cccs2)N2CCCC2)c1 (stereo unspecified)	.	-2	0.0	-4

cpd	Cneo AK release	PGC1a acetyl inh	ERAP1 HTS inh	LGR2 antag
1	-7	-9	2	0
2	.	.	-5	-14
3	-2	-12	-5	25
4	0	-3	2	30
5	12	-9	3	17
6	0	-6	-1	5
7	.	1	0	3
8	.	.	-3	.

Remaining list, next part.
cpd	Compound	Statin myotox sup	SIRT5 block	Xi reactivation	S100A4 MyoIIA
9	O=C(NNC(=O)c1ccccc1O)c1ccc(NS(=O)(=O)c2ccc(F)c(F)c2)cc1	.	-6	-0.1	4
10	O=c1cc(-c2ccccc2)cc(-c2ccccc2)n1CCO	10	2	0.1	4
11	O=C1CC(NN2CCCCC2)C(=O)N1c1ccccc1 (stereo unspecified)	12	-2	0.9	-1
12	C[C@@H]1CN([C@@H](C)CO)C(=O)Cc2cc(NC(=O)NC3CCCCC3)ccc2O[C@@H]1CN(C)C	0	1	-1.3	2
13	CN1[C@H](C(=O)NC2CCC2)[C@@H](CO)[C@@H]2Cn3c(ccc(/C=C/c4ccccc4)c3=O)[C@@H]21	-5	-56	0.0	-20
14	O=C(Cc1ccccn1)N[C@@H]1CC[C@@H](CCn2cc(-c3cccnc3)nn2)O[C@H]1CO	0	-6	-0.1	-63
15	Brc1csc(C=Nc2ccc3c(c2)OCCOCCOCCOCCO3)c1	3	.	0.3	.
16	OC(c1ccc(F)c(F)c1)c1ncc(-c2ccc(Cl)cc2)[nH]1 (stereo unspecified)	-20	.	-0.1	-1

cpd	Cneo AK release	PGC1a acetyl inh	ERAP1 HTS inh	LGR2 antag
9	.	.	-3	22
10	1	.	1	-7
11	.	-8	2	-25
12	-3	0	0	-23
13	-1	.	-81	10
14	0	-7	-5	12
15	-3	6	.	-4
16	0	-4	0	-18

(further entries)
cpd	Compound	Statin myotox sup	SIRT5 block	Xi reactivation	S100A4 MyoIIA
17	CC1CCN(S(=O)(=O)N2CCC(C(=O)NCCC3=CCCCC3)CC2)CC1	.	1	0.5	5
18	O=C(CCCc1c[nH]c2ccccc12)NCc1cccs1	.	-1	-0.1	2
19	O=C(Nc1nnc(C2CC2)s1)c1cccs1	.	-3	-0.1	0
20	CC(C)CC#Cc1ccc2c(c1)O[C@@H](CN(C)C(=O)CC1CC1)[C@H](C)CN([C@@H](C)CO)S2(=O)=O	-1	11	-0.5	-8
21	C[C@@H]1CN([C@H](C)CO)C(=O)c2cc(NC(=O)c3ccncc3)ccc2O[C@@H]1CN(C)Cc1ccc2c(c1)OCO2	-14	2	.	-5
22	Cc1noc(C)c1NC(=O)N(C)C[C@H]1OCc2ccccc2-c2ccccc2C(=O)N([C@@H](C)CO)C[C@@H]1C	-6	-3	-0.1	-9
23	CSC1=C(C#N)C(c2ccccc2Cl)C(C(C)=O)=C(C)N1 (stereo unspecified)	-4	.	.	-2
24	Cc1ccc(NC(=S)N2CCN(Cc3ccccc3)CC2)cc1	.	-21	0.0	0

cpd	Cneo AK release	PGC1a acetyl inh	ERAP1 HTS inh	LGR2 antag
17	.	.	-2	-3
18	.	.	-1	.
19	-2	1	2	-18
20	-3	1	2	6
21	-3	-11	-4	.
22	-1	-1	-3	-2
23	0	8	8	10
24	.	.	10	.

Other records
cpd	Compound	Statin myotox sup	SIRT5 block	Xi reactivation	S100A4 MyoIIA
25	COc1ccc(C(=O)NCCS(=O)(=O)NCCc2ccccc2)cc1	19	-3	0.0	0
26	C[C@H]1CN([C@@H](C)CO)C(=O)Cc2cc(NC(=O)Nc3ccc(F)cc3)ccc2O[C@@H]1CN(C)C(=O)Nc1ccc(C(F)(F)F)cc1	23	.	0.0	.
27	COc1ccccc1C(CNC(=O)CCNS(=O)(=O)c1ccc(Br)cc1)N1CCCC1 (stereo unspecified)	-3	-1	-0.1	-2
28	COc1ccc(S(=O)(=O)N(C)C[C@H]2Oc3ccc(N(C)C)cc3C(=O)N([C@@H](C)CO)C[C@@H]2C)cc1	-21	6	0.0	-1
29	O=C(CSc1nnc(NC(=O)c2cccc(F)c2)s1)NC1CCCC1	5	2	.	0
30	COc1cccc(S(=O)(=O)Nc2ccc3c(c2)C(=O)N(C)[C@H]2CC[C@H](CC(=O)NCC4CCCCC4)O[C@@H]2CO3)c1	9	-1	0.2	7
31	CC(=O)c1cc2c(cc1NC(=O)CN1Cc3ccccc3C1=O)OCO2	1	0	0.0	-6
32	CCC(=O)Nc1ccc2c(c1)C(=O)N(C)[C@@H]1CC[C@@H](CC(=O)NC3Cc4ccccc4C3)O[C@@H]1CO2	-18	-1	0.3	-2

cpd	Cneo AK release	PGC1a acetyl inh	ERAP1 HTS inh	LGR2 antag
25	0	.	-4	-46
26	-1	-15	.	1
27	0	2	-2	-5
28	12	0	2	-15
29	.	.	2	-15
30	-3	2	-1	-6
31	-1	.	0	2
32	5	-1	1	17

(further entries)
cpd	Compound	Statin myotox sup	SIRT5 block	Xi reactivation	S100A4 MyoIIA
33	Cc1ccc(C(=O)NC2CCN(Cc3ccccc3)CC2)cc1S(=O)(=O)N1CCOCC1	-19	-1	0.2	-2
34	COc1ccc(-c2ccc3c(c2)[C@@H]2[C@@H](CCN2C(=O)NC2CCCC2)[C@H](CO)N3C)cc1	.	-6	0.1	82*
35	COc1cccc(CN(C)C(=O)CCNC(=O)c2ccco2)c1	9	0	0.2	-4
36	CCO[C@@H]1OC(C(=O)NCc2ccccc2)=C[C@H](c2coc3ccccc3c2=O)[C@H]1CCCO	10	-2	0.1	-9
37	CCOC(=O)c1c(C)[nH]c(C(=O)COC(=O)c2ccc(O)cc2)c1C	-6	-2	0.0	1
38	O=C(NCc1cccs1)c1ccc2sc([C@H]3C[C@H](O)[C@@H](CO)O3)nc2c1	-2	2	0.4	7
39	CN(C)CC(=O)N1CCCCN2[C@@H](CO)[C@H](c3ccc(/C=C/c4ccccc4)cc3)[C@@H]2C1	-92	3	-0.1	-25
40	NC(=O)c1ccc(NC(=O)CSc2nnc(-c3ccc4c(c3)OCO4)o2)cc1	-6	-4	0.2	9

cpd	Cneo AK release	PGC1a acetyl inh	ERAP1 HTS inh	LGR2 antag
33	0	.	-4	19
34	.	10	-1	-17
35	1	7	-1	16
36	-1	-6	3	-7
37	1	4	-5	-41
38	0	-1	7	-4
39	5	-57	0	1
40	-1	-1	-1	-1

Some of the entries so far, with tabs:
cpd	canonical_smiles	Statin myotox sup	SIRT5 block	Xi reactivation	S100A4 MyoIIA	Cneo AK release	PGC1a acetyl inh	ERAP1 HTS inh	LGR2 antag
1	CO[C@@H](CN(C)C(=O)c1ccccc1F)[C@@H](C)CN([C@H](C)CO)S(=O)(=O)c1ccccc1	-2	-3	0.2	13	-7	-9	2	0
2	COc1ccc(/C(C)=N/NC(=S)NCc2ccco2)cc1	.	0	0.1	2	.	.	-5	-14
3	O=C(Nc1ccc(F)c(Cl)c1)c1cc(C2CCCCN2C(=O)c2cccs2)on1 (stereo unspecified)	-1	-4	-0.1	5	-2	-12	-5	25
4	CC1CC(C)(C)N(C(=O)CSc2ccc(-c3ccc(F)cc3)nn2)c2ccccc21 (stereo unspecified)	-43	-4	.	43	0	-3	2	30
5	O=C(Nc1sc2c(c1C(=O)O)CCC2)C(=O)N1CCOCC1	-7	1	0.2	-3	12	-9	3	17
6	CN1c2ccc(-c3ccccc3F)cc2[C@H]2[C@H](CCN2S(=O)(=O)c2ccccc2)[C@H]1CO	6	9	0.0	-6	0	-6	-1	5
7	O=S1(=O)CCN(OCc2ccc(Cl)cc2)CC1	.	-1	0.0	-12	.	1	0	3
8	CCN(CC)S(=O)(=O)c1cccc(C(=O)NC(C)C(c2cccs2)N2CCCC2)c1 (stereo unspecified)	.	-2	0.0	-4	.	.	-3	.
9	O=C(NNC(=O)c1ccccc1O)c1ccc(NS(=O)(=O)c2ccc(F)c(F)c2)cc1	.	-6	-0.1	4	.	.	-3	22

Other compounds.
cpd	Compound	Statin myotox sup	SIRT5 block	Xi reactivation	S100A4 MyoIIA
41	CCS(=O)(=O)N1CCC(C(=O)NCc2ccc(F)cc2)CC1	18	.	.	.
42	Cc1cccc(NC2(C(=O)O)CCCC2)c1	-7	-6	0.0	-6
43	COc1cc(OC)cc(-c2c(C#Cc3ccsc3)c3cc(-c4cnc(OC)nc4)ccc3n2C)c1	16	.	-0.3	-7
44	CCC(C)NC(=O)c1ccc(CSCc2cccc(F)c2)o1 (stereo unspecified)	8	4	.	2
45	O=C1CSC(=S)N1c1cccc(Cl)c1	-2	1	0.1	3
46	Cc1cccc(N2C(=O)C(O)=C(C(=O)c3cccs3)C2c2ccc(Cl)cc2)n1 (stereo unspecified)	.	1	-0.1	4
47	COc1ccccc1C#Cc1cnc2c(c1)C(=O)N([C@H](C)CO)C[C@H](C)[C@@H](CN(C)S(=O)(=O)c1cn(C)cn1)O2	-15&-4	-3&3	-0.4	-1&-13
48	C[C@@H]1CN([C@H](C)CO)C(=O)CCCn2nncc2CO[C@@H]1CN(C)C(=O)Nc1ccc(-c2cccs2)cc1	-18	5	0.3	-4

cpd	Cneo AK release	PGC1a acetyl inh	ERAP1 HTS inh	LGR2 antag
41	-1	7	.	26
42	.	9	-7	.
43	-1	.	.	2
44	2	8	-1	-18
45	2	.	1	11
46	.	.	3	7
47	-2&1	-1&3	1&-3	9
48	-2	6	0	-15

Next entries.
cpd	Compound	Statin myotox sup	SIRT5 block	Xi reactivation	S100A4 MyoIIA
49	COc1cc(NS(=O)(=O)c2ccc(NC(=O)COc3cccc(C)c3)cc2)nc(OC)n1	-4	-1	0.6	-3
50	CC(C)Cc1ccc(C(C)C(=O)Nc2ncccn2)cc1 (stereo unspecified)	.	1	0.0	4
51	O=C(NC1CCN(c2ncccn2)CC1)c1cccc(F)c1	9	-2	0.0	-5
52	CCOC(=O)C1CCN(S(=O)(=O)c2ccc(-c3ccc(=O)[nH]n3)o2)CC1	1	-5	0.0	-4
53	Cc1onc(-c2ccccc2)c1C(=O)N1CCN(c2ncccc2C(F)(F)F)CC1	-3	-1	0.0	-3

cpd	Cneo AK release	PGC1a acetyl inh	ERAP1 HTS inh	LGR2 antag
49	-1	3	2	3
50	.	-9	6	15
51	.	.	-5	-13
52	18	.	0	2
53	1	.	0	1

Not all compounds are listed; count on the stated rates, not on these rows.
